Assay outcomes deposited in PubChem by NCI.
yeast mlh1 rad18: NCI yeast anticancer drug screen, S. cerevisiae mlh1 rad18 strain; % growth inhibition at 50 µM; actives 11% (n = 79,000); AID 175;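 also: 0% = growth of vehicle-only cultures of the same strain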
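Compound-treated yeast growth, normalised to vehicle controls. Strain bears defined DNA repair mutations.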
yeast bub3: NCI yeast anticancer drug screen, S. cerevisiae bub3 mutant strain. growth inhibition, % at 50 µM. actives 9.9% (n = 78,000);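 also: 0% = growth of vehicle-only cultures of the same strain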
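Mutant yeast screening strain plus compound; vehicle-treated cultures serve as the 0% inhibition reference.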
yeast mec2-1: NCI yeast anticancer drug screen, S. cerevisiae mec2-1 strain; % growth inhibition at 50 µM; actives 9% (n = 79,000);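 also: 0% = growth of vehicle-only cultures of the same strain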
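Test agents were screened against the mec2-1 yeast strain, with defined DNA repair or cell cycle alteration. Growth was scored as inhibition against vehicle-only controls.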
cln2 rad14: NCI yeast anticancer drug screen, S. cerevisiae cln2 rad14 strain; % growth inhibition at 50 µM; actives 8.3% (n = 78,000); AID 165;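 also: 0% = growth of vehicle-only cultures of the same strain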
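Compounds are applied to the cln2 rad14 yeast strain, and growth is then compared with that of vehicle-treated cultures to give inhibition.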
yeast rad50: NCI yeast anticancer drug screen, S. cerevisiae rad50 strain. actives 10% (n = 79,000). % growth inhibition at 50 µM;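 also: 0% = growth of vehicle-only cultures of the same strain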
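Inhibition values express reduced yeast growth in compound-treated cultures relative to vehicle-treated controls.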
yeast sgs1 mgt1: NCI yeast anticancer drug screen, S. cerevisiae sgs1 mgt1 strain | % growth inhibition at 50 µM | actives 10% (n = 78,000) | AID 161;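 also: 0% = growth of vehicle-only cultures of the same strain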
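Yeast cells carrying a defined DNA-repair defect were exposed to test compounds. Growth inhibition was measured relative to vehicle-treated controls.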
Starred values were filed as active, the others as inactive; nt = not tested or not shown; & = joins results of further samples; ! = repeats disagree. Rule as the data show it: active = growth inhibition above about 70%; inactive = the rest. The order is random; any-hit rate near 14%.

SMILES	yeast mlh1 rad18	yeast bub3	yeast mec2-1	cln2 rad14	yeast rad50	yeast sgs1 mgt1
Clc1cc(OC2C3CC4CC(C3)CC2C4)nc(Cl)n1 (configuration not stated)	66	16	1	-1	8	28
CCN(CCN(C)c1ccccc1)Cc1ccccc1	43	22	26	7	35	50
CC(C)C(=O)N[C@@H](C)C(=O)N(Cc1ccc2ccccc2c1)N=O	-14	24	-9	16	-8	-22
CC(=O)OCC1OC(n2c(N)c(C#N)c(C)c(C#N)c2=S)C(OC(C)=O)C(OC(C)=O)C1OC(C)=O (configuration not stated)	-28&-2	-2&4	-6&-13	-45&-31	-28&-25	-11&-7
Cc1n[nH]c(=S)n1N	-4	-14	-2	-26	-9	-24
c1ccc2[nH]c3c(N=NC4=NCCN4)c4ccccc4c-3nc2c1	13	-15	-56	-6	-10	10
Cc1ccc(C2=CC=C(c3ccccc3)C2)cc1	37	4	6	59	-22	-24
O=C(C[P+](c1ccccc1)(c1ccccc1)c1ccccc1)c1ccccc1	35	17	23	8	12	22
CCOC(Nc1cc(Cl)cc(Cl)c1)C(=O)c1ccccc1 (configuration not stated)	-6	4	-1	-3	-2	-10
c1ccc(-c2ccc[n+](C[n+]3cccc(-c4ccccn4)c3)c2)nc1	33	-4	-10	-8	10	-23
CSc1cc(=O)[nH]c(=O)[nH]1	11	4	3	22	17	4
CC(=O)C(C[n+]1ccccc1)c1ccccc1 (configuration not stated)	28	24	-10	-19	-7	17
O=C(NCc1ccccc1)N1CCN(c2ccccc2)C1=O	12	7	3	36	47	-2
CC1(C)Oc2ccc3ccccc3c2C(c2ccc(O)cc2)=C1c1ccccc1	-21	-3	-11	8	-52	5
COc1cc2c(cc1O)-c1c(cnn1-c1ccccc1)CCC2	98*	93*	96*	55	95*	97*
O=[N+]([O-])c1cc(Cl)ccc1Nc1ccccc1	54	25	32	5	51	57
CCCCCCCOC(=O)C(C)CCC (configuration not stated)	5	18	7	-33	6	-1
CCOC(=O)C(CCC#N)C(=O)c1ccccc1 (configuration not stated)	-10	29	1	-25	10	17
COc1cc(/C=N/N2C(=O)c3ccccc3C2=O)ccc1O	26	nt	8	nt	27	nt
O=C(NNC(=O)c1cccc2ccccc12)c1ccccc1Br	-4	-2	-50	12	7	-2
Cc1c([N+](=O)[O-])cc(C(C)C)c(O)c1[N+](=O)[O-]	66	-10	25	-6	15	28
CC(=O)Nc1ccc(/C=C2\N=C(c3ccccc3)OC2=O)cc1	10	-11	-2	-49	16	12
O=C(Cc1ccccc1)NNc1nc(NNC(=O)c2ccncc2)nc(Nc2ccccc2)n1	51	37	10	-3	26	33
CC(=O)Nc1nncs1	1	-2	28	18	14	-15
Cc1nc2ccc(Br)cc2c(=O)n1-c1ccc(NC2OCC(O)C(O)C2O)cc1 (configuration not stated)	14&62	73*!	56&38	13&-15	47&62	0&64
COc1ccc2nc(C)cc(NCCCCCCCCCNc3cc(C)nc4ccc(OC)cc34)c2c1	nt	78*	88*	71*	83*	81*
C1CCCNCCC1	0	-11	-24	6	-13	-4
CN1C(C)(C)CC(O)(C#N)CC1(C)C	99*	99*	100*	99*	99*	99*
COc1cc(N=Nc2cccc(S(N)(=O)=O)c2)c2ccccc2c1N	96*	94*	98*	96*	95*	97*
O=S(=O)(c1ccccc1)c1ccc(Cl)cc1	-2	16	19	-91	6	3

In the list so far, these have a halogen.
SMILES	yeast mlh1 rad18	yeast bub3	yeast mec2-1	cln2 rad14	yeast rad50	yeast sgs1 mgt1
Clc1cc(OC2C3CC4CC(C3)CC2C4)nc(Cl)n1 (configuration not stated)	66	16	1	-1	8	28
CCOC(Nc1cc(Cl)cc(Cl)c1)C(=O)c1ccccc1 (configuration not stated)	-6	4	-1	-3	-2	-10
O=[N+]([O-])c1cc(Cl)ccc1Nc1ccccc1	54	25	32	5	51	57
O=C(NNC(=O)c1cccc2ccccc12)c1ccccc1Br	-4	-2	-50	12	7	-2
Cc1nc2ccc(Br)cc2c(=O)n1-c1ccc(NC2OCC(O)C(O)C2O)cc1 (configuration not stated)	14&62	73*!	56&38	13&-15	47&62	0&64
O=S(=O)(c1ccccc1)c1ccc(Cl)cc1	-2	16	19	-91	6	3

The list goes on.
SMILES	yeast mlh1 rad18	yeast bub3	yeast mec2-1	cln2 rad14	yeast rad50	yeast sgs1 mgt1
O=C(Nc1ccc(Cl)cc1Cl)OC(Cn1cncn1)c1ccc(Cl)cc1Cl (configuration not stated)	90*	92*	91*	89*	91*	90*
CS(=O)(=O)CCC/C(=N\OS(=O)(=O)O)SC1OC(CO)C(O)C(O)C1O (configuration not stated)	2	-12	-1	0	-1	-38
CCN(CC)C(=O)N1CCN(c2ccccc2)CC1	-24	3	12	6	-1	-5
O=C(O)C(c1ccccc1)C1CCCCC1 (configuration not stated)	11	-11	-13	2	4	6
CC(=O)Oc1c(-c2ccccc2)cc([N+](=O)[O-])cc1[N+](=O)[O-]	92*	95*	93*	74*	96*	94*
Nc1cc(S(=O)(=O)O)cc2cc(S(=O)(=O)O)cc(S(=O)(=O)O)c12	23	-18	-51	-144	-32	-30
O=C(Nc1ccc2c(O)cc(S(=O)(=O)O)cc2c1)Nc1ccc2c(O)cc(S(=O)(=O)O)cc2c1	26	20	25	34	32	44
O=C(CCCCCCCC(=O)Nc1ccc2[nH]c3ccccc3c(=O)c2c1)Nc1ccc2[nH]c3ccccc3c(=O)c2c1	22	4	7	10	28	4
C/C(=N/NC(=O)C1CCCO1)c1ccc(C)cc1 (configuration not stated)	-29	-6	-6	-92	1	-5
CC(C)CCCC(C)CCNCCSS(=O)(=O)O (configuration not stated)	-12	-6	11	6	-8	4
NCCCn1[nH]c(=O)c2cccnc2c1=O	-16	-4	-19	-74	-63	-19
Cn1c2ccccc2c(=O)c2c(O)cc3c(c21)C=CC(C)(C)O3	-21	-18	-12	2	-12	4
O=C(O)c1c(-c2ccccc2)cc(-c2ccccc2)cc1-c1ccccc1	99*	98*	99*	98*	99*	99*
CC(=O)CC(=O)Nc1cccc(C)n1	7	6	-10	4	0	-14
Cc1nc2cc([N+](=O)[O-])ccc2c(NCCCN(C)C)c1C	-40	-4	8	-1	7	7

In another format: entries from further up.
> Cn1c2ccccc2c(=O)c2c(O)cc3c(c21)C=CC(C)(C)O3
  yeast mlh1 rad18: -21 | yeast bub3: -18 | yeast mec2-1: -12 | cln2 rad14: 2 | yeast rad50: -12 | yeast sgs1 mgt1: 4

> O=C(Nc1ccc2c(O)cc(S(=O)(=O)O)cc2c1)Nc1ccc2c(O)cc(S(=O)(=O)O)cc2c1
  yeast mlh1 rad18: 26 | yeast bub3: 20 | yeast mec2-1: 25 | cln2 rad14: 34 | yeast rad50: 32 | yeast sgs1 mgt1: 44

> O=C(O)c1c(-c2ccccc2)cc(-c2ccccc2)cc1-c1ccccc1
  yeast mlh1 rad18: 99* | yeast bub3: 98* | yeast mec2-1: 99* | cln2 rad14: 98* | yeast rad50: 99* | yeast sgs1 mgt1: 99*

> O=C(O)C(c1ccccc1)C1CCCCC1 (configuration not stated)
  yeast mlh1 rad18: 11 | yeast bub3: -11 | yeast mec2-1: -13 | cln2 rad14: 2 | yeast rad50: 4 | yeast sgs1 mgt1: 6

The list goes on:
SMILES	yeast mlh1 rad18	yeast bub3	yeast mec2-1	cln2 rad14	yeast rad50	yeast sgs1 mgt1
Cc1ccc(S(=O)(=O)OCC2C(COS(=O)(=O)c3ccc(C)cc3)C3C4C5C2C2C3C4C52)cc1 (configuration not stated)	-22	-6	0	14	-16	10
O=C(O)C1(Cc2ccc3c(c2)CCC3)Cc2ccccc2C1=O (configuration not stated)	87*	90*	92*	88*	90*	88*
Cc1ccc(S(=O)(=O)OC2C(C)OCOC3COCOC32)cc1 (configuration not stated)	-10	3	-6	-14	-6	5
CCCCCCCCCCOc1ccc(C=NC/C=C/c2ccc(CC)cc2)cc1	-23	-1	-14	-51	-19	-14
COc1cc(/C=C(/C#N)C(N)=O)cc(OC)c1OC	15	11	11	12	16	19
COC(=O)c1ccc2ccccc2c1C(=O)c1ccc(F)cc1	95*	97*	96*	62	97*	96*
CCOc1ccc(/C=C(\NC(=O)c2ccccc2)C(=O)Nc2ccccc2)cc1OC	2	0	-13	-26	5	-4
S=P(c1ccccc1)(N1CCN(c2cccc(Cl)c2)CC1)N1CCN(c2cccc(Cl)c2)CC1	18	6	6	1	11	19
Cc1ccc(N)c(C(=O)Nc2ccc(Cl)cc2)c1	-3	10	-26	-3	0	7
O=C1CN(CO)C(=O)N1CO	-8	-26	-8	17	3	23
COC(=O)Cc1nc2ccccc2[nH]c1=O	-6	-17	-3	-29	-1	-10
CCCCOc1ccc(-c2c(COC(=O)NC)c(COC(=O)NC)c(C)n2C)cc1	88*	87*	90*	89*	85*	90*
CNc1nc2c(cnn2C)c(=O)[nH]1	2	21	-6	-4	5	1
O=C(Nc1ccc(F)cc1)C(=O)C(C1OC(=O)c2ccccc21)[N+](=O)[O-] (configuration not stated)	16	11	6	14	15	9
COc1cc(/C=C/C(=O)Oc2ccc(NC(C)=O)cc2)ccc1C(=O)OCc1ccccc1	2	5	-14	1	-6	-28
O=C(O)c1cccc(=O)o1	-2	7	-16	3	-3	-11
CCN(CC)c1ccc(N=Nc2c(C)nc(N)nc2-c2ccccc2)cc1	16	28	-7	-4	-5	2
COc1ccc(Cc2c3cc(O)c(=O)cc-3ccn2C)cc1	11	43	17	34	27	41
c1ccc(C2C3=C(c4ccccc4CC3)N3c4cc5nc6ccccc6nc5cc4NC34CCCCC24)cc1 (configuration not stated)	-22	-20	-11	18	-3	-15
CCOC(=O)CC1NC(=O)CS1 (configuration not stated)	9	24	6	-2	28	8
CCC1=C/C(=N/O)C(C)=CC1(C)C(Cl)(Cl)Cl (configuration not stated)	49	18	8	17	26	10
Brc1cc2c(cc1C=NC1CCCCC1)OCO2	44	19	23	7	26	-4
CCC1CCC(C(C)(C)C)C(=O)C1 (configuration not stated)	-4	4	2	-11	6	3
O=C1c2ccccc2C(=O)N1CCCCI	5	12	0	-21	8	8
O=C1c2ccc([N+](=O)[O-])cc2NC(O)c2cccn21 (configuration not stated)	-14	6	10	34	11	10
O=C(CSC1=NCCN1)c1ccccc1	12	9	6	-58	-18	-27
COc1ccc2c(c1)C(CCN)C(=O)N2 (configuration not stated)	-24	-9	-16	7	-10	-8
C/C(=N/O)c1ccc(O)cc1O	14	5	-1	-9	-17	4
CCO/C=C1/N=C(c2cccc3ccccc23)OC1=O	6	-2	-2	-64	3	6
CCCCCCCCCCCCCCCCP(=O)([O-])OCC[N+](C)(C)C	92*	88*	87*	90*	81*	89*
Brc1ccc(/C=C/c2ccnnc2)cc1	34	48	34	26	42	35
Cc1cc(C)c(C(=O)c2cc(C)ccc2C)c(C)c1	5	-3	3	-32	-23	5
O=C(O)CC12CC3CC(CC(O)(C3)C1)C2	-4	-23	-33	-5	-9	-10
CCN(CC)C(=O)C1C2CC3OC(=O)C1C3C2 (configuration not stated)	0	2	-2	-40	10	2
C/C(=N\[N+](C)(C)C)c1cccc(C)n1	-2	7	3	-5	16	-7
O=C(O)/C=C/c1c2ccccc2cc2ccccc12	98*	97*	96*	97*	97*	95*
CCOC(=O)c1c(/C=N\Nc2ccccc2)nc2ccccc2c1-c1ccccc1	-7	-31	1	-6	12	-3
COC(=O)c1c[nH]c2cc(OC(C)C)c(OC(C)C)cc2c1=O	0	2	-1	-16	-9	-4
O=C(C[n+]1cccc2ccccc21)c1ccc(Cl)cc1	-11	-16	-4	-8	-23	-7
COc1cccc(C(=O)NNC(=O)c2cccc(OC)c2)c1	-2	-2	-16	10	-2	-9
COC(=O)C1C(=O)c2ccccc2C(C)C1c1ccccc1C (configuration not stated)	28	56	41	4	5	26
COc1ccc(NC(=O)Cc2cc3ccccc3oc2=O)cc1	8	0	1	-46	8	-4
NC(=O)c1ccccc1C(=O)O	6	1	2	37	13	-36
O=C(C=C1CCCCC1)c1ccccc1	5	3	-6	-6	13	7
O=c1cc(O)nc[nH]1	12	4	9	7	19	-29
CCCNC(=O)N(CC(C)(C)C)S(=O)(=O)c1ccc(Cl)cc1	36	99*	93*	87*	71*	68
COc1ccccc1NC(=O)C(=O)C(C(=O)c1ccccc1F)C1OC(=O)c2ccccc21 (configuration not stated)	-6	-12	-8	20	-15	-22
CC1CC(C)OC(C(Br)CBr)O1 (configuration not stated)	12	-14	-11	15	5	-5
O=C(Nc1cccc(O)c1)OC1CCCCC1	24	34	6	-18	26	25
Nc1n[n+]([O-])c2ccc(Cl)cc2[n+]1[O-]	95*	83*	78*	77*	97*	93*
COc1cc(/C=C/c2sc3ccccc3[n+]2C)ccc1O	43	21	31	39	46	54
CN(N=O)C(=O)Nc1cc(=O)[nH]c(SCc2ccccc2)n1	4	6	-17	4	6	-4
CSc1nc(NC2OCC(O)C(O)C2O)cc(=O)[nH]1 (configuration not stated)	1	-14	-1	-2	8	11
CC(C)(C)CC(C)(C)NS(=O)(=O)NC(C)(C)CC(C)(C)C	1	1	-31	-57	1	-9
Cc1nc2ccc(Cl)c(Cl)c2s1	-10	7	-16	-26	2	-3
Nc1cccc2cc(S(=O)(=O)Nc3ccc(C(=O)O)cc3)ccc12	-10	5	-4	6	17	-19
